Source: PubChem
GPR35 antagonists: GPR35 antagonists blocking zaprinast-driven arrestin recruitment, primary screen, imaging, U2OS, beta-arrestin-GFP, zaprinast agonist (AID 2058); G-protein coupled receptor 35 (Homo sapiens); U2OS GPR35 beta-arrestin-GFP translocation imaging, zaprinast antagonism; higher % means a stronger effect; inhibition, % at 10 µM, or IC50 in µM where a hit was titrated; 290,000 compounds, 0.052% hits;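 active = inhibition of at least 50% with at least 30 cells and total cytoplasm GFP at most 10,000,000; inconclusive = under 30 cells or total GFP of 10,000,000 plus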
AID2073: inhibitors of Mint1-CaV2.2 protein interaction, biochemical, HTRF (AID 2073); HTRF protein-protein interaction, Mint1-CaV2.2; higher % means a stronger effect; one-dose inhibition, % at 20 µM; IC50 in µM for titrated hits; 290,000 compounds, 0.19% hits; in the data active = inhibition mostly above about 51%, no sharp cut-off; inconclusive = no clear call, values can overlap the other calls; inactive = mostly below about 53%; note: some results filed as inactive read as strong as hits
Dengue-2 NS5 capping: Dengue-2 NS5 methyltransferase inhibitors, primary screen, biochemical, confirmation dose response (AID 588689); Dengue-2 NS5 methyltransferase capping enzyme assay, biochemical; higher % means a stronger effect; Genome polyprotein (Dengue virus type 2 (strain 16681-PDK53)); 340,000 compounds, 0.3% hits; one-dose inhibition, % at 25 µM; IC50 in µM for titrated hits; in the data active = a potency from the dose series; inconclusive = inhibition above about 29% without an active follow-up result
SV40 large T antigen: SV40 large T antigen inhibitors, biochemical (AID 1903); SV40 large T antigen ATPase/helicase inhibition assay; higher % means a stronger effect; 310,000 compounds, 0.39% hits; inhibition, % at 20 µM; hits with a dose series show IC50 in µM; in the data active = a potency from the dose series; inconclusive = inhibition mostly from about 32% at the one dose, without a potency; inactive = the rest, 99 in 100 with inhibition below about 32%; note: strong numbers were not always called active
Yfh1-depleted yeast: enhancers of respiration in Yfh1-depleted yeast, dose response, Friedreich's ataxia, plus single-dose screen (AID 1465); S. cerevisiae Yfh1-off respiration, WST-1 reduction, 72 h; higher fold induction means a stronger effect; fold induction at 50 µM, or EC50 in µM where a hit was titrated; 220,000 compounds, 0.074% hits;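 active = fold induction of absorbance versus untreated yeast above a set limit, then at least 30% activation at any dose in follow-up; inconclusive = repeats straddling the limit, or above it without dose testing; inactive = fold induction below the set limit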;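 note: activators that raise dye reduction in frataxin-depleted yeast; strong numbers were not always called active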
GPR55 activation: GPR55 agonists via beta-arrestin recruitment, primary screen, imaging, U2OS cells, beta-arrestin-GFP redistribution (AID 1961) | U2OS GPR55 beta-arrestin-GFP redistribution imaging; higher % means a stronger effect | activation, % at 10 µM; hits with a dose series show EC50 in µM | 290,000 compounds, 0.048% hits;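 active = activation above 40% with more than 50 cells counted in the well; inconclusive = wells holding fewer than 50 cells, flagged as toxic or sparse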;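 note: U2OS osteosarcoma cells stably expressing GPR55 and beta-arrestin-GFP; plate controls were DMSO negative control for no effect and LPI positive control for full effect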
NTR1 agonist: agonists of NTR1, primary screen, imaging, U2OS cells, beta-arrestin-GFP, high content (AID 493036); Neurotensin receptor type 1 (Homo sapiens), P30989; NTR1-U2OS beta-arrestin-GFP spot imaging, agonist mode; activation, % at 20 µM; 330,000 compounds, 0.17% hits;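 active = activation at or above 40% of the spot to cytoplasm intensity ratio, with at least 20 cells analyzed; inconclusive = wells under 20 cells, flagged as cytotoxic or low count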;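 note: 0% = DMSO without peptide and 100% = 100 nM NTR1 peptide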
Target sequence (P30989 whole entry, looked up): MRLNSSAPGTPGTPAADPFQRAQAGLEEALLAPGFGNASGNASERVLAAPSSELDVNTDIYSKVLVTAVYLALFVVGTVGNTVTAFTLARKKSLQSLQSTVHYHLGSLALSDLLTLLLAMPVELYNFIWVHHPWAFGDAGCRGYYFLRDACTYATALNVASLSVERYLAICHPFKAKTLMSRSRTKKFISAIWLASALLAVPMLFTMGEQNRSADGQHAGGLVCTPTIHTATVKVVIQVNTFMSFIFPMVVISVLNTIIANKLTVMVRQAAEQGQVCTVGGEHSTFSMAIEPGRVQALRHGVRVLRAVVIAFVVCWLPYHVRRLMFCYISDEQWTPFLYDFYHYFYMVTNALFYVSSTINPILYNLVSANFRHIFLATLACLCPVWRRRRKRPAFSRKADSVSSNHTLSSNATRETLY
GPR55 antagonists: GPR55 antagonists blocking LPI-driven arrestin recruitment, primary screen, imaging, U2OS, beta-arrestin-GFP, LPI agonist (AID 2013) | G-protein coupled receptor 55 (Homo sapiens) | 290,000 compounds, 0.13% hits | U2OS GPR55 beta-arrestin-GFP translocation imaging, LPI antagonism; higher % means a stronger effect | inhibition, % at 10 µM, or IC50 in µM where a hit was titrated;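 active = spots per cell inhibited over 60%, with over 100 cells counted and total cytoplasm intensity under 500,000; inconclusive = wells with under 100 cells, flagged as likely toxic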;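 note: U2OS cells stably carrying GPR55 and arrestin-GFP stimulated by 5 µM LPI near EC80; imaged beta-arrestin-GFP aggregate spots per cell after agonist stimulation; plate controls were LPI-stimulated DMSO wells for no effect and DMSO wells without LPI for full effect; some results filed as inactive read as strong as hits; confirmed hits need IC50 under 10 µM and bright autofluorescent wells are also inconclusive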
Rac1 GTP hydrolysis: MgcRacGAP GTPase-activating activity inhibitors, confirmation, biochemical, ADP Hunter fluorescence; one-dose inhibition, % at 30 µM; IC50 in µM for titrated hits; Rac GTPase-activating protein 1 (Homo sapiens); 340,000 compounds, 0.6% hits; MgcRacGAP-stimulated Rac1 GTP hydrolysis, ADP Hunter fluorescence; higher % means a stronger effect; GST-tagged Rac1 F28L mutant substrate; AID 624330, 2012;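 active = first-screen hits whose inhibition reached a set limit at any dose in the follow-up dose series; inconclusive = inhibition above the set first-screen limit but never retested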;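 note: fluorescence reports GDP produced by GAP-driven GTP hydrolysis; strong numbers were not always called active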
NTR1 agonist cell count 20 µM: further read-out of NTR1 agonist, marked with its call; cell count; measured here: cell count, cytotoxicity flag
Dengue-2 NS5 capping pilot replicate: further read-out of Dengue-2 NS5 capping, marked with its call; inhibition, %; measured here: pilot screen replicate inhibition
* = called active by the depositor; i = inactive; ? = inconclusive; · = no result given.

SMILES	GPR35 antagonists	AID2073	Dengue-2 NS5 capping	SV40 large T antigen	Yfh1-depleted yeast	GPR55 activation	NTR1 agonist	NTR1 agonist cell count 20 µM	GPR55 antagonists	Rac1 GTP hydrolysis	others
Cc1cccc(NC(=O)CO/N=C/c2ccc3c(c2)OCO3)c1	1.2%	1.2%	3.6%	11.4%	i	0.1%	-0.9	60	-15.0%	2.7%
COc1ccc(-c2csc(N(CCCN(C)C)C(=O)c3ccccc3C)n2)cc1	1.7%	5.2%	-1.5%	8.0%	·	0.4%	2.6	45	20.0%	3.8%
CCC(C)[C@H](NC(=O)[C@@H]1Cc2ccccc2CN1C(=O)OC(C)(C)C)C(=O)NCC1CCC(C(=O)O)CC1 (stereo partly drawn)	-8.5%	-4.4%	4.0%	2.1%	i	-0.1%	-1.6	56	-1.4%	7.0%
O=C(Nc1ccc(N2CCCC2)c(Cl)c1)c1ccc2c(c1)OCCO2	·	·	-9.5%	11.7%	i	·	-0.7	56	·	7.5%
Cc1ccc(Oc2nc(-c3ccccn3)nc3ccccc23)cc1	6.1%	3.0%	·	8.7%	i	-0.1%	6.8	56	4.7%	·
Cc1ccccc1NC(=S)N(Cc1ccccn1)Cc1ccccc1Cl	-7.5%	-16.9%	0.0%	9.7%	i	-0.4%	-0.3	74	-5.7%	-1.0%
Oc1ccc(Br)cc1-c1cc(-c2ccco2)[nH]n1	-8.4%	1.1%	-6.8%	0.0%	i	0.6%	10.5	50	-7.5%	13.4%
COc1ccc(Br)cc1/C=N/N1CCN(Cc2ccccc2Cl)CC1	-0.8%	-18.0%	-3.3%	-0.7%	·	0.0%	2.0	41	8.4%	5.1%	Dengue-2 NS5 capping pilot replicate=1.5
CCN1/C(=C\C=C(C(C)=O)C(C)=O)Sc2ccccc21	-2.1%	-2.9%	-104.6%	11.1%	87.4µM*	-1.0%	-2.6	26	28.4%	5.1%
CCn1cc(CN2CCC(Oc3ccc(C(=O)N4CCCCC4)cc3)CC2)cn1	6.7%	0.8%	-5.2%	5.7%	·	0.3%	2.8	68	15.4%	-0.2%
CC(=O)Nc1c(NC(C)(C)C)c2ccccc2oc1=O	-7.4%	-6.5%	-5.6%	25.1%	i	-0.2%	-0.6	42	-2.4%	2.4%
Cc1cccc([N+](=O)[O-])c1NC(=O)COC(=O)C1CC2CCCC(C1)C2=O (stereo not drawn)	·	·	-4.3%	6.1%	·	·	-0.9	58	·	7.9%
COc1cccc(CNc2nc3nc(C)cc(=O)n3[nH]2)c1	3.6%	-1.8%	0.0%	4.6%	i	0.0%	-0.5	44	22.0%	10.9%
CC(C)(C)OC(=O)CN1C(=O)C(Sc2n[nH]c(-c3ccccc3)n2)CCc2ccccc21 (stereo not drawn)	-7.2%	-1.3%	-2.1%	-2.8%	i	0.0%	4.6	57	1.1%	9.4%
Cc1nc(N(C)C)c2sc(=S)n(Cc3ccccc3)c2n1	-20.5%	6.2%	-3.7%	1.7%	i	0.3%	3.5	55	6.9%	-1.2%
CCCN(CC(=O)Nc1ccccc1C)C(=O)c1ccc(-c2ccccc2)cc1	5.0%	8.1%	1.9%	0.4%	·	0.0%	0.7	68	1.2%	7.1%
CCCCCCCCCCOC(=O)Cn1c(COc2ccc(Cl)cc2)[n+](C)c2ccccc21	32.6%	26.3%	-26.7%	31.6%	·	0.2%	29.3	93	1.5%	26.5%
COc1ccc(CC(O)COS(N)(=O)=O)cc1 (stereo not drawn)	-7.3%	0.8%	-5.2%	110.2%	·	-0.1%	-3.3	73	2.8%	5.4%
CCOCCCN(C(=O)c1snc(C(N)=O)c1N)C(C(=O)NC1CCCC1)c1ccc(OC)cc1 (stereo not drawn)	-14.2%	-1.9%	-2.4%	10.1%	·	·	0.2	36	-9.4%	5.4%
C#CCOCCOCCOCCNc1nc(N2CCN(C(=O)[C@H]([C@@H](C)CC)n3cc([C@@H](N)Cc4ccc(O)cc4)nn3)CC2)nc(N2CCN(C(=O)[C@H](Cc3ccc(O)cc3)n3cc([C@@H](N)C(C)CC)nn3)CC2)n1 (stereo partly drawn)	56.8%	12.9%	3.2%	11.9%	i	1.3%	-5.7	91	16.0%	6.2%
CSC1=NCCN1C(=O)C(C)(C)Oc1ccc(Cl)cc1	·	·	-0.3%	·	i	·	7.9	53	·	4.4%
c1cc(Nc2cccc3nccnc23)c2nccnc2c1	0.7%	-32.2%	1.6%	2.9%	i	0.6%	2.3	49	2.0%	3.6%
CCc1cccc(C)c1NC(=O)CO/N=C(\N)CC(=O)NC1CCCCC1	-2.2%	4.5%	-11.7%	13.1%	i	-0.4%	3.7	37	18.6%	-22.4%
O=C(CCCCCNc1nc(=S)[nH]c2ccccc12)NCCC1=CCCCC1	2.4%	-12.2%	-4.5%	24.4%	i	-0.3%	5.6	67	17.5%	7.3%
Cc1ccc(N(Cc2cc3ccccc3[nH]c2=O)S(=O)(=O)c2ccccc2)cc1	-12.3%	2.6%	0.0%	14.4%	i	-0.2%	2.6	66	-7.6%	7.9%
O=C(Nc1ccc(F)cc1)c1ccccc1NC(=O)C1CC=CCC1C(=O)O (stereo not drawn)	8.2%	3.1%	-2.2%	11.2%	·	-0.1%	-0.9	52	-5.1%	6.2%
O=C(COc1ccc(Cl)cc1)N1CCN(c2ccc([N+](=O)[O-])c(N3CCOCC3)c2)CC1	0.5%	12.0%	-5.1%	13.9%	i	0.0%	-0.1	44	0.5%	10.4%
COc1ccc(C(=O)OCC(=O)NC(=O)NC2CCCC2)c(OC)c1	16.3%	1.2%	3.8%	6.6%	i	0.1%	-1.4	57	8.9%	11.6%
CCOc1ccccc1-n1cnc2cc(C(=O)NCc3ccco3)ccc21	-3.1%	4.8%	-2.1%	14.4%	i	-0.2%	-0.2	61	8.1%	11.1%
CCOC(=O)c1[nH]c2ccc(OCC)cc2c1NC(=O)CN1CCN(c2ccccc2)CC1	15.1%	23.1%	-8.3%	7.7%	i	0.3%	10.7	66	15.1%	6.3%
CC1=C(C(=O)NCc2ccccc2)C(c2cc(Br)cc(Br)c2OC(C)C)NC(=O)N1 (stereo not drawn)	-3.2%	3.7%	-7.4%	8.4%	i	-0.3%	4.3	88	0.4%	7.4%	Dengue-2 NS5 capping pilot replicate=2.1
COc1ccc(/C=N/OCC(=O)NC(c2ccccc2)c2ccccc2)c(OC)c1	-7.0%	-1.0%	-4.5%	-11.3%	i	0.1%	2.4	38	10.2%	7.8%
CCOc1ccc2nc(N3CCOCC3)nc(C)c2c1	-22.1%	16.4%	4.2%	11.5%	i	0.6%	0.2	50	-5.1%	4.2%
CC(C)CCN(C(=S)Nc1cccc(F)c1)C(C)c1cccs1 (stereo not drawn)	10.0%	-4.3%	-7.1%	4.8%	i	0.2%	1.8	42	12.5%	-7.6%
COC(=O)C1=C(N)Oc2cc(C)[nH]c(=O)c2C1c1cc(OC)c(OC)c(OC)c1 (stereo not drawn)	13.1%	-7.6%	6.2%	1.6%	i	-0.1%	-1.0	52	21.7%	7.9%
CCn1c(C)nc2c1C(=O)c1ccccc1C2=O	13.3%	16.4%	4.3%	13.2%	i	-0.1%	-1.9	52	9.0%	5.3%
COc1ccc(CCNC(=O)CN2C(=O)COc3ccc(S(=O)(=O)N4CCOCC4)cc32)cc1OC	0.9%	7.7%	4.5%	21.6%	·	-0.4%	1.0	60	6.6%	7.3%
COc1ccc(-c2cc(=NC(CC(C)C)C(=O)O)c3cc(C)ccc3o2)cc1 (stereo not drawn)	-8.7%	6.2%	-1.1%	7.9%	i	0.6%	7.9	42	15.5%	6.3%
CCCC(=O)Nc1cccc(C(=O)Nc2nccs2)c1	5.8%	2.9%	1.6%	4.2%	i	-0.2%	0.3	71	11.4%	7.3%
CCCCNC(=O)CSc1nc2c(sc(=S)n2-c2cc(Cl)ccc2OC)c(=O)[nH]1	-0.5%	6.4%	5.9%	8.8%	·	0.3%	1.7	84	0.4%	7.5%
O=C(Nc1cccc(NC(=O)c2nccc3ccccc23)c1)c1ccco1	-5.6%	-6.3%	-2.8%	·	·	-0.1%	1.8	46	4.7%	6.9%
O=C(NC(=S)Nc1ccccc1N1CCN(C(=O)c2ccccc2)CC1)c1ccccc1F	9.2%	10.8%	2.6%	27.6%	·	0.0%	3.8	65	5.9%	4.8%
Cc1nn(Cc2ccccc2)c2sc(C(=O)NCc3cccnc3)cc12	8.8%	-4.7%	-3.1%	24.5%	i	-0.3%	-0.3	92	0.1%	4.2%
CC(C)(C)OC(=O)NCCCC[C@@H](C(=O)NCCCCCCCCCCC(=O)N1CCN(C(=O)OC(C)(C)C)CC1)n1cc(CCO)nn1	·	·	0.0%	6.8%	·	·	0.6	99	·	8.3%
O=c1oc(-c2ccccc2NS(=O)(=O)c2ccc3ccccc3c2)nc2ccccc12	-4.1%	13.5%	5.1%	7.8%	i	1.2%	7.9	42	0.4%	-6.3%
CN(C)c1ccc(/C=C/c2ccc3c4ccccc4ccc3[n+]2-c2ccccc2)cc1	42.8%	48.5%	3.8%	?	i	0.7%	·	·	0.699µM*	?
Cc1ccc(CCNC(=O)C2CCCN(C(=O)c3cc4sccc4n3C)C2)cc1 (stereo not drawn)	6.1%	-2.2%	-5.4%	5.7%	i	-0.1%	1.1	57	17.0%	9.2%
Cc1nc(-c2ccc(-n3nncc3-c3ccco3)cc2)cs1	13.1%	40.6%	-5.6%	8.1%	i	-0.2%	5.8	57	14.8%	17.8%

2 neighbouring records from above:
SMILES	GPR35 antagonists	AID2073	Dengue-2 NS5 capping	SV40 large T antigen	Yfh1-depleted yeast	GPR55 activation	NTR1 agonist	NTR1 agonist cell count 20 µM	GPR55 antagonists	Rac1 GTP hydrolysis	others
COc1ccc(CCNC(=O)CN2C(=O)COc3ccc(S(=O)(=O)N4CCOCC4)cc32)cc1OC	0.9%	7.7%	4.5%	21.6%	·	-0.4%	1.0	60	6.6%	7.3%
COc1ccc(-c2cc(=NC(CC(C)C)C(=O)O)c3cc(C)ccc3o2)cc1 (stereo not drawn)	-8.7%	6.2%	-1.1%	7.9%	i	0.6%	7.9	42	15.5%	6.3%
